# High-throughput results deposited in PubChem by several laboratories.
# Vif inh – HIV Vif inhibition; AID 602346; HEK293T cells, Vif self-association by quenched fluorescence, imaging, 24 h; 0.35% of 340,000 active; inhibition, % at 7.49 µM; in the data active = inhibition above about 50%, passing the limit was not always enough; note: some results filed as inactive read as strong as hits
# Exocytosis inh – blocks lytic granule exocytosis; TALL-104 LAMP-1 surface exposure, flow cytometry; cells stimulated with thapsigargin and PMA; inhibition, % at 10 µM; 0.66% of 360,000 active; AID 651702;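 active = inhibition above about 55%, limit read from the data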
# MC4R antag cAMP – antagonists of human melanocortin 4 receptor (MC4R); P32245; 0.48% of 360,000 active; MC4R-expressing cells, MTII-stimulated cAMP, LANCE TR-FRET; inhibition, % at 6.5 µM;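 active = inhibition above its plate's cutoff, the mean of tested wells on that plate plus 3 SD, cut at about 29% in these data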;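 note: 0% = Melanotan II alone and 100% = Melanotan II plus saturating MCL0020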
# Target sequence (P32245 whole entry, looked up): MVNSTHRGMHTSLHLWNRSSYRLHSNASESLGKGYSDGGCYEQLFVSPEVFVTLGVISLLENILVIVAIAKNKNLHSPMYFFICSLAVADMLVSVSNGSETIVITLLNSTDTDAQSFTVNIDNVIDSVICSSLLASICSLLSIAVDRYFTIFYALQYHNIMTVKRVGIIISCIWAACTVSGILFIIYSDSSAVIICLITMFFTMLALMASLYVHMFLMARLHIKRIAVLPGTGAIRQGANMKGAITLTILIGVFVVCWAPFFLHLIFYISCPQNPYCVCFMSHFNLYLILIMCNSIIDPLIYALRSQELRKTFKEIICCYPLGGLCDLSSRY
#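 Assay system: U2OS-MC4R stable cell line; Also added: Melanotan II; Technique: Eu-cAMP/anti-cAMP TR-FRET, emission 671 nm; Times: 30-min compound, 1-h challenge, 1-h detection, room temperature.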
# ABCB6 inh 2 – blocks the human ABCB6 transporter | AID 602162 | 0.19% of 360,000 active | fluorescence ratio to DMSO, % at 10 µM | K562-ABCB6 porphyrin accumulation, flow cytometry, 1 h; stronger effect = lower value | Q9NP58;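 active = fluorescence ratio to DMSO below 75%, the collection mean minus 3 SD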;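 note: signal is porphyrin accumulated inside mitochondria; 100% equals median channel fluorescence of DMSO control wells; lower ratio means ABCB6 inhibition with less porphyrin fluorescence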
# ABHD5 PLIN5 PPI – inhibitors of human ABHD5-perilipin-5 interaction; 0.78% of 360,000 active; AID 602281; inhibition, % at 4 µM; Q00G26+Q8WTS1; Split G. princeps luciferase complementation, luminescence, 4 h;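 active = inhibition above the mean inhibition across every tested compound plus 3 SD, cut at about 22% in these data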;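 note: 0% = DMSO only wells and the 100% control is not disclosed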
# NOD2 RIPK2 PPI – blocks binding of human NOD2 to RIPK2. O43353. 0.38% of 360,000 active. CHO BLA complementation NOD2-RIPK2, CCF4 ratio. AID 624267. inhibition, % at 4.98 µM; in the data active = inhibition above about 21%;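 note: 0% = vehicle only and 100% = reference blocker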
# Target sequence (O43353 whole entry, looked up): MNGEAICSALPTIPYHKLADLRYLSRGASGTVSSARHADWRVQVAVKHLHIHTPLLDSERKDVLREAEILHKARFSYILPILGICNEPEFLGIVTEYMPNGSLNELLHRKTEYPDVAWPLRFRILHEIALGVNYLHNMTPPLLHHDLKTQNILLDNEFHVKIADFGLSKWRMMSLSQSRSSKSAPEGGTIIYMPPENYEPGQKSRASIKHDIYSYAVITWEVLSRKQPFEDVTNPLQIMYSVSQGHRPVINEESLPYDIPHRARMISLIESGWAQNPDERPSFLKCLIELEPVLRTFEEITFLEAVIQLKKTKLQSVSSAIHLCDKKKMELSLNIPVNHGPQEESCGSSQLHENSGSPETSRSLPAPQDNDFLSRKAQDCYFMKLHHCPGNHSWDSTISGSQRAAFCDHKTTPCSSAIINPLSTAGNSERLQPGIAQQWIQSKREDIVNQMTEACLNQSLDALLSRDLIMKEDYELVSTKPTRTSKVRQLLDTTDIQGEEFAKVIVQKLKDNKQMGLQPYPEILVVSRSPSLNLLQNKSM
# aDG glyco act – alpha-DG glycosylation activation | Pro5-aDG cells, alpha-DG glycosylation AlphaScreen (IIH6); 0% Pro5, 100% B10-LARGE cell signal | activation, % at 10 µM | 0.22% of 360,000 active;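 active = activation of at least 8% versus controls, or a plate z-score of at least 8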;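 note: Pro5 are CHO cells carrying HIG-tagged alpha-DG that lacks glycosylation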
# Glyco luc inh – N-linked glycosylation inhibition. D54 ERlucT glycosylation luciferase reporter, 24 h; percent of 100 nM tunicamycin response. reporter increase, % at 12.5 µM. 0.23% of 360,000 active. AID 588692;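 active = mean luciferase reporter signal, scaled so untreated is 0 and the glycosylation-blocking control 100, at or above a set limit in every replicate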;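 note: luciferase carries N-glycosylation sites so blocking glycosylation raises the light; 0% = median of neutral control wells and 100% = median of 100 nM tunicamycin wells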
# MC4R barr agon – agonists of human melanocortin 4 receptor (MC4R) beta-arrestin. U2OS MC4R beta-arrestin complementation, luminescence; percent of melanotan II response, DMSO zero. activation, % at 8.9 µM. 0.98% of 360,000 active. AID 540308;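 active = activation above a per-plate cutoff, the mean activation of sample wells on that plate plus 3 SD, cut at about 8% in these data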
# TLR9-MyD88 block – blocks human TLR9 binding to MyD88. Q9NR96+Q99836. CHO BLA complementation TLR9-MyD88, CCF4 FRET ratio. inhibition, % at 4.98 µM. 0.21% of 340,000 active. AID 504734;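 active = inhibition above the mean over all tested compounds plus 3 SD, cut at about 21% in these data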;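 note: 0% = DMSO only wells and 100% = clavulanate BLA inhibitor control wells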
# Starred values were filed as active, the others as inactive; nt = no result given. This is a subset; count on the stated rates, not on these rows.
SMILES,Vif inh,Exocytosis inh,MC4R antag cAMP,ABCB6 inh 2,ABHD5 PLIN5 PPI,NOD2 RIPK2 PPI,aDG glyco act,Glyco luc inh,MC4R barr agon,TLR9-MyD88 block
O=C(COC(=O)c1cc(S(=O)(=O)N2CCCC2)ccc1O)Nc1ccccc1Br,2,3,-1,89,-11,7,-0.1,2,-2.6,-1
CCOC(=O)CSC1=C(C#N)C(c2ccccc2OCC)C(C(=O)OCC)C(=O)N1 (stereo unspecified),4,-1,13,94,-8,-3,0.0,-1,-0.8,-2
O=C(O)CN(c1ccc2c(c1)OCCO2)S(=O)(=O)c1ccccc1,14,-1,5,89,0,-4,-0.1,1,-0.5,-2
COc1ccccc1C(=O)N(Cc1ccccc1)c1ccc(C)cc1,-1,0,5,98,1,-2,0.4,-2,0.0,-3
CC1(C)OC(=O)C(C(c2ccccc2)C(C#N)C(N)=O)=C(O)O1 (stereo unspecified),-5,2,0,101,-5,2,1.2,4,-0.7,3
C=C(C)Cn1c(COc2ccccc2)nnc1SCC(=O)O,2,0,0,98,0,-6,0.1,1,-0.9,0
Cc1ccc2nc(Cl)c(/C=N/n3c(C)nnc3C)cc2c1,6,4,-2,92,6,9,0.9,6,0.4,9
O=c1c(-c2ccccc2)coc2cc(O)ccc12,12,3,-9,92,13,-7,-0.1,-3,0.6,-7
COc1ccc(/C=N/NC(=O)C(C)n2cnc3ccccc3c2=O)cc1 (stereo unspecified),33,-2,0,99,-6,-2,0.1,0,-2.4,2
Cc1cccc(C(=O)Nc2ccc(NC(=O)CN3CCOCC3)cc2)c1,1,-7,2,98,-7,2,0.0,1,0.6,-17
Cc1ccc(-c2nnn(CC(=O)N(CC(=O)NCC3CCCO3)c3ccc(F)c(Cl)c3)n2)o1 (stereo unspecified),8,-3,8,89,-9,7,0.2,-2,-0.4,-21
O=C(CCN1CCN(Cc2ccccc2)CC1)NNC(=O)Nc1cccc(C(F)(F)F)c1,5,0,0,98,2,-9,-0.1,-1,-0.2,-2
O=S(=O)(c1ccc(OCC(O)CN2CCc3ccccc3C2)cc1)N1CCOCC1 (stereo unspecified),-1,-6,-1,97,-1,-16,-0.1,3,0.4,14
Cn1ncc(C#N)c1/N=C/N1CCCCC1,6,2,-1,88,-5,0,-0.2,-1,3.0,-9
COC(=O)c1c(NC(NC(=O)c2ccccc2)(C(F)(F)F)C(F)(F)F)sc2c1CCN(C)C2,8,-5,8,98,-3,-11,-0.4,2,-2.1,-6
COc1ccc(CC(=O)OCC(=O)NNC(=O)c2ccccc2)cc1,5,-3,-8,102,4,-5,-0.1,2,3.5,0
O=C(COC(=O)/C=C/c1ccc(OC(F)F)cc1)Nc1ccc(N2CCOCC2)cc1,-6,5,18,98,-6,-7,-0.1,2,3.0,-5
O=C(O)c1cc(O)ccc1NC(=O)C1CCCO1 (stereo unspecified),-16,-2,5,96,9,7,0.1,0,-0.9,-5
Cc1nnc(SCC(=O)N2CCN(c3ccccc3F)CC2)n1C1CC1,-6,0,-1,98,2,-2,-0.2,1,-0.4,-2
COc1cccc(CNC(=O)[C@@H]2CCCN2C(=O)[C@@H]2CCCN2C(=O)c2ccc(Cl)cc2)c1,nt,-5,nt,95,-1,-12,0.0,nt,nt,nt
CCN1CCN(C(=O)c2ccc3nc(-c4ccccc4)c(-c4ccccc4)nc3c2)CC1,-2,4,3,102,10,8,0.7,-1,-2.4,-5
C=CC[C@H](CC(=O)N(CCO)Cc1ccccc1)C(=O)N[C@H](COC(=O)[C@@H](CC=C)CC(=O)OC(C)(C)C)Cc1c[nH]c2ccccc12,-3,11,14,93,0,-17,0.0,-3,-1.4,-3
CSc1cc(-c2ccccc2)n(Cc2c(Cl)cccc2Cl)c(=O)c1C#N,8,4,0,98,4,-7,-0.3,1,-0.7,1
Cn1c(-c2cccc(Br)c2)n[nH]c1=O,-5,-2,-8,100,5,5,0.0,0,0.6,nt
O=C(O)c1ccc(CNC(=O)c2ccc3c(c2)C(=O)N(Cc2cccnc2)C3=O)cc1,-1,-4,10,96,9,-8,-0.1,0,0.2,3

# Full records, quoted from the list:
# `COc1ccc(/C=N/NC(=O)C(C)n2cnc3ccccc3c2=O)cc1` (stereo unspecified) reads Vif inh = 33; Exocytosis inh = -2; MC4R antag cAMP = 0; ABCB6 inh 2 = 99; ABHD5 PLIN5 PPI = -6; NOD2 RIPK2 PPI = -2; aDG glyco act = 0.1; Glyco luc inh = 0; MC4R barr agon = -2.4; TLR9-MyD88 block = 2
# `Cc1ccc(-c2nnn(CC(=O)N(CC(=O)NCC3CCCO3)c3ccc(F)c(Cl)c3)n2)o1` (stereo unspecified) reads Vif inh = 8; Exocytosis inh = -3; MC4R antag cAMP = 8; ABCB6 inh 2 = 89; ABHD5 PLIN5 PPI = -9; NOD2 RIPK2 PPI = 7; aDG glyco act = 0.2; Glyco luc inh = -2; MC4R barr agon = -0.4; TLR9-MyD88 block = -21

# Rewritten with the structure last: entries from further up.
Vif inh | Exocytosis inh | MC4R antag cAMP | ABCB6 inh 2 | ABHD5 PLIN5 PPI | NOD2 RIPK2 PPI | aDG glyco act | Glyco luc inh | MC4R barr agon | TLR9-MyD88 block | smiles
5 | -3 | -8 | 102 | 4 | -5 | -0.1 | 2 | 3.5 | 0 | COc1ccc(CC(=O)OCC(=O)NNC(=O)c2ccccc2)cc1
-6 | 5 | 18 | 98 | -6 | -7 | -0.1 | 2 | 3.0 | -5 | O=C(COC(=O)/C=C/c1ccc(OC(F)F)cc1)Nc1ccc(N2CCOCC2)cc1
-16 | -2 | 5 | 96 | 9 | 7 | 0.1 | 0 | -0.9 | -5 | O=C(O)c1cc(O)ccc1NC(=O)C1CCCO1 (stereo unspecified)

# Six entries picked at random from those above, as already listed:
SMILES,Vif inh,Exocytosis inh,MC4R antag cAMP,ABCB6 inh 2,ABHD5 PLIN5 PPI,NOD2 RIPK2 PPI,aDG glyco act,Glyco luc inh,MC4R barr agon,TLR9-MyD88 block
Cn1ncc(C#N)c1/N=C/N1CCCCC1,6,2,-1,88,-5,0,-0.2,-1,3.0,-9
O=C(COC(=O)c1cc(S(=O)(=O)N2CCCC2)ccc1O)Nc1ccccc1Br,2,3,-1,89,-11,7,-0.1,2,-2.6,-1
O=C(O)c1cc(O)ccc1NC(=O)C1CCCO1 (stereo unspecified),-16,-2,5,96,9,7,0.1,0,-0.9,-5
C=CC[C@H](CC(=O)N(CCO)Cc1ccccc1)C(=O)N[C@H](COC(=O)[C@@H](CC=C)CC(=O)OC(C)(C)C)Cc1c[nH]c2ccccc12,-3,11,14,93,0,-17,0.0,-3,-1.4,-3
O=C(O)CN(c1ccc2c(c1)OCCO2)S(=O)(=O)c1ccccc1,14,-1,5,89,0,-4,-0.1,1,-0.5,-2
O=C(O)c1ccc(CNC(=O)c2ccc3c(c2)C(=O)N(Cc2cccnc2)C3=O)cc1,-1,-4,10,96,9,-8,-0.1,0,0.2,3

# New compounds follow.
SMILES,Vif inh,Exocytosis inh,MC4R antag cAMP,ABCB6 inh 2,ABHD5 PLIN5 PPI,NOD2 RIPK2 PPI,aDG glyco act,Glyco luc inh,MC4R barr agon,TLR9-MyD88 block
O=C1CCCN1c1ccc(S(=O)(=O)NCCOc2ccccc2)cc1,nt,1,4,90,11,-17,0.2,0,-0.1,-3
CC1=C(C(=O)N2CCOCC2)CC(CC(=O)NCCc2ccccn2)C(=O)N1CCCN1CCCC1=O (stereo unspecified),nt,-25,nt,103,10,2,-0.3,nt,nt,nt
Cc1[nH]c(=O)c(C#N)c2c1CSC(C)(C)C2,nt,-1,-5,103,-1,-3,-0.3,0,0.8,1
COc1cc2sc3ccc(C#CC4(O)CCCCC4)cc3c(=O)c2cc1OC,-2,-1,10,93,-11,10,0.5,-8,-0.6,-9
Cc1ccc2nc(N3C(=O)C(O)=C(C(=O)c4ccco4)C3c3cccs3)sc2c1 (stereo unspecified),6,-4,2,100,-4,-2,0.0,-4,-0.5,2
O=C(Cc1ccc(Cl)cc1)Nc1nc2ccccc2[nH]1,0,0,4,97,-6,-5,0.0,0,-0.3,7
O=C(O)C/C(=C\c1cc(Br)cs1)c1nc2ccccc2o1,13,-11,-4,96,10,-14,0.1,1,-1.2,1
COc1ccccc1-c1n[nH]c(=S)o1,4,-1,21,89,1,-8,0.2,3,-2.1,5
O=C1c2cc(Cl)ccc2OC2(CCNCC2)C12CC(c1ccccc1)=NO2 (stereo unspecified),nt,-2,6,99,12,3,1.4,-5,3.9,-1
COc1ccc([N+](=O)[O-])cc1NC(=O)C1CCCO1 (stereo unspecified),-6,12,9,71*,-3,-2,0.1,1,-0.5,-9
O=C(O)c1ccc(OCCn2ccnc2)cc1,-3,-6,18,104,1,-4,0.6,2,0.3,-6
CCN(CC)C(=O)CCc1nnc(Cc2cccc(C(F)(F)F)c2)o1,-1,0,-7,104,-5,4,-0.1,0,2.1,2
CN(C)C(=O)c1cc(F)ccc1Sc1cc(Cl)ccc1Cl,14,-1,-2,100,4,0,0.1,-1,-0.2,7
COc1cccc(NC(=O)Nc2cc(C(=O)O)ccc2C)c1,8,10,14,105,-7,-2,-0.3,1,-0.4,0
CCOC(=O)N1CCN(CC(=O)Nc2ccc(OC)cc2)CC1,0,5,0,99,-2,3,-0.1,0,-2.5,-7
COc1ccc(S(=O)(=O)N(CC(=O)N2CCOCC2)Cc2ccccc2)cc1C,1,-1,21,92,-4,2,0.3,-1,-2.0,1
CCOC(=O)c1ccc(NC(=S)N2CCN(C(=O)C3CCCO3)CC2)cc1 (stereo unspecified),0,1,-5,98,-3,-17,0.2,0,-3.0,-8
Cc1ccc(S(=O)(=O)N2CCCC2C(=O)NC2=NCCS2)cc1 (stereo unspecified),-25,-2,1,106,-7,-21,2.8,0,-0.6,-9
COc1ccc(-n2c(COc3ccc(C)cc3)nnc2SCC(=O)O)cc1,1,2,-2,90,-5,10,0.0,0,0.3,2
CC(Oc1ccc(-n2cnnn2)cc1)C(=O)O (stereo unspecified),nt,-3,8,103,3,-1,0.3,1,-2.4,4
C#CCN(C[C@@H]1[C@@H](OC(=O)NCc2ccccc2)[C@@H](OC(=O)NCc2ccccc2)Cn2c(=O)n(CCCCCC)c(=O)n21)S(=O)(=O)c1ccc(C)cc1,-1,0,1,99,1,0,0.2,-2,-1.1,1
COc1ccc(CNC(=S)NCc2ccc(OC)cc2)cc1,6,-4,26,105,1,-4,0.1,0,2.0,-9
COc1ccc(C(=O)Nc2nnc(-c3ccc(F)cc3)s2)c(OC)c1,-5,6,2,90,-5,-4,0.0,-1,0.2,-1
C=CCSc1nc2ccccc2[nH]1,-12,2,4,88,6,-2,0.0,1,-0.2,5
